# UGM FP inh = M. tuberculosis UGM enzyme inhibitors, primary screen, biochemical, fluorescence polarization, single point; UDP-galactopyranose mutase (Mycobacterium tuberculosis (strain ATCC 25618 / H37Rv)), …; inhibition, % at 10 µM; AID 504406, 2011; 320,000 compounds, 0.06% hits; purified UGM, fluorescence polarization probe displacement; in the data active = inhibition above about 10%, passing the limit was not always enough; inconclusive = no clear call, values can overlap the other calls
# Target sequence (P9WIQ1 whole entry, looked up): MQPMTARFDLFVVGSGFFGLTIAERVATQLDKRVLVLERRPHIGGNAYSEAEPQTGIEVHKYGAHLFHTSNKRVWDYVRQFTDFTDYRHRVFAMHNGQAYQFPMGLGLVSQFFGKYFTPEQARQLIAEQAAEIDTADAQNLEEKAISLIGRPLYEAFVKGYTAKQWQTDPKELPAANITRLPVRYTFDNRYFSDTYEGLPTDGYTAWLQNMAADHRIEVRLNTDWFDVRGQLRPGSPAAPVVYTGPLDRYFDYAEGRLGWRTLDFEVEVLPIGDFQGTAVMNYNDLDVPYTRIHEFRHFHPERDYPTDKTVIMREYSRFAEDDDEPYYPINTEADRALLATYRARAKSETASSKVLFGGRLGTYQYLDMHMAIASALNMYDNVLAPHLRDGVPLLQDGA
# CCHFV vOTU inh = CCHFV vOTU protease inhibitors, primary screen, biochemical, Pep-AMC substrate, fluorescence. Crimean-Congo hemorrhagic fever virus L polyprotein viral ovarian tumor (vOTU) protease …. 370,000 compounds, 0.55% hits. AID 651958, 2012. inhibition, % at 11.5 µM; note: 0% = vehicle wells with enzyme and 100% = no enzyme wells
# MazEF act = activators of E. coli MazEF toxin-antitoxin RNase, primary screen, biochemical, fluorescence, uHTS; FAM/BHQ RNA-DNA oligo cleavage fluorescence, 5 h; activation, % at 20 µM; 350,000 compounds, 0.32% hits; in the data active = activation above about 50%
# Target sequence (P0AE70 whole entry, looked up): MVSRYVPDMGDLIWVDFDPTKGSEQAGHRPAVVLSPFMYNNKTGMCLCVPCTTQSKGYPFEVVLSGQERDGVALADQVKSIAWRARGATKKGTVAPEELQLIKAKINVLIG
# GDH-TPI counter = GDH-TPI coupling enzyme inhibitors, primary screen, artefact control for M. tuberculosis FBA inhibitor project, biochemical, absorbance, full deck. GDH-TPI coupled enzyme counterscreen, NADH absorbance. inhibition, % at 4.8 µM. 360,000 compounds, 1.2% hits. AID 588335, 2011;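 note: 0% = DMSO wells and 100% = wells lacking the enzyme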
# Rv3671c protease = Rv3671c serine protease inhibitors, primary screen, biochemical, fluorescence polarization, M. tuberculosis H37Rv | P9WHR9 | 320,000 compounds, 0.048% hits | inhibition, % at 5.96 µM; in the data active = inhibition above about 38%;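 note: extracellular domain of Rv3671c used as enzyme; 0% = enzyme with DMSO and 100% = no enzyme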
# FadD28 binding = inhibitors of FadD28 bisubstrate probe binding, primary screen, biochemical, fluorescence polarization, single point. Mycobacterium tuberculosis FadD28 fatty-acid-AMP ligase. inhibition, % at 12.5 µM. 360,000 compounds, 0.22% hits; in the data active = inhibition above about 8.5%, passing the limit was not always enough; inconclusive = no clear call, values can overlap the other calls
# DUSP3 inh = VHR1 phosphatase inhibitors, primary screen, biochemical, absorbance, uHTS; Dual specificity protein phosphatase 3 (Homo sapiens), P51452; recombinant VHR phosphatase, pNPP absorbance; inhibition, % at 13.3 µM; 290,000 compounds, 0.52% hits; AID 1654, 2009; in the data active = inhibition above about 50%; note: some compounds called inactive have numbers as strong as hits
# Target sequence (P51452 whole entry, looked up): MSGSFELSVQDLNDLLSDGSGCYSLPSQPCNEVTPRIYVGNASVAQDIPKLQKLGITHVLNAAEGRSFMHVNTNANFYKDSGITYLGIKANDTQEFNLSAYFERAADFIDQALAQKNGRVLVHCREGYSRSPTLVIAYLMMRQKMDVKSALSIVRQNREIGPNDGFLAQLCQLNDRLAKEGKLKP
# BioA inh = M. tuberculosis BioA enzyme inhibitors, primary screen, biochemical, plate reader, single point, HTS; 7,8-diaminopelargonic acid synthase BioA (Mycobacterium tuberculosis); purified M. tuberculosis BioA enzyme; inhibition, % at 9.99 µM; 360,000 compounds, 0.096% hits; AID 602481, 2012; in the data active = inhibition above about 40%; inconclusive = no clear call, values can overlap the other calls
# Mtb FBA inh = Mtb FBA enzyme inhibitors, primary screen, biochemical, fluorescence, strain H37Rv; Fructose-bisphosphate aldolase (Mycobacterium tuberculosis (strain ATCC 25618 / H37Rv)), …; purified M. tuberculosis FBA, fluorescence read-out; inhibition, % at 1 µM; 360,000 compounds, 2.3% hits; in the data active = inhibition above about 27%;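 note: 0% = vehicle and 100% = reference inhibitor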
# Target sequence (P9WQA3 whole entry, looked up): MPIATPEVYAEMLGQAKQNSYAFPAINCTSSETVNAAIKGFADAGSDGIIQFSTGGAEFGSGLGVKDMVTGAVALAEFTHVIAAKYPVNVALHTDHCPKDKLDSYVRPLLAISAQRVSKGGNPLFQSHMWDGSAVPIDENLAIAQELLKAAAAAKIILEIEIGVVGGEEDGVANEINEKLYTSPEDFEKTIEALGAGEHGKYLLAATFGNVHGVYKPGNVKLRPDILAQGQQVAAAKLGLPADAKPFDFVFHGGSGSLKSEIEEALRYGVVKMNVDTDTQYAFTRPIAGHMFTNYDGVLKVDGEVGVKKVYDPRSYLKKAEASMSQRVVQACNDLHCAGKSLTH
# BoNT F protease = BoNT/F light chain protease inhibitors, primary screen, biochemical, flow cytometry, MLPCN library; Botulinum neurotoxin type F light chain protease (Clostridium botulinum); Multiplex microsphere protease cleavage assay; inhibition, % at 10 µM; 360,000 compounds, 0.22% hits; in the data active = inhibition above about 35%, passing the limit was not always enough; inconclusive = no clear call, values can overlap the other calls; note: plate controls were buffer without enzyme for full effect and enzyme alone for no effect
# Starred values were filed as active, the others as inactive; ? = inconclusive; / = no result given. Cut-off read from the data, not from the text of the source, unless noted: active = inhibition above about 30%; inactive = the rest.
SMILES,UGM FP inh,CCHFV vOTU inh,MazEF act,GDH-TPI counter,Rv3671c protease,FadD28 binding,DUSP3 inh,BioA inh,Mtb FBA inh,BoNT F protease
CC1CCCN(C(=O)CN2C(=O)c3ccccc3C2=O)C1 (centres undefined),0.9,18,5,0,-10,-3.1,5,-1.2,2,-12
Cn1cccc1Cc1nnc(SCC(=O)NC2CCCCC2)n1-c1ccc(F)cc1,1.4,26,-1,0,-1,-3.6,21,-1.9,2,-3
CCC(=O)N1CCc2cc(S(=O)(=O)NCCCN3CCN(Cc4ccccc4)CC3)ccc21,-1.6,5,3,10,6,0.1,3,-0.7,-1,4
Cc1[nH]c2ccccc2c1/C=N/NS(=O)(=O)c1ccccc1,-0.3,6,13,6,5,2.9,28,/,3,-31
Cc1cc(NC(=O)CCC(=O)N(c2ccc(F)cc2)C(C(=O)NC2CCCC2)c2ccncc2)no1 (centres undefined),-0.6,9,11,-8,0,0.2,20,0.2,3,-14
COc1ccc(NC(=O)CSc2nnc(-c3ccco3)n2N)cc1Cl,-0.5,6,8,2,-4,0.4,-13,-1.6,0,-2
O=C(CCNS(=O)(=O)c1ccccc1Cl)OCc1nnc(-c2ccccc2Cl)o1,0.9,2,3,-3,8,-2.8,/,/,1,2
O=c1c2ccccc2nc2n1CCCCN2,-0.3,-31,-10,3,7,-3.6,12,-0.6,68*,-14
Cc1cccc(N2CN(S(=O)(=O)c3cccc([N+](=O)[O-])c3)c3nc4ccccc4nc32)c1,2.5,-7,-8,3,-4,-1.3,/,-2.5,-2,-12
CC1CCC2C(=O)N(c3cccc(C(=O)Nc4ccccc4Cl)c3)C(=O)C2C1 (centres undefined),0.5,7,6,-8,-3,-2.0,10,-0.2,-1,8
Nc1nc(COC(=O)c2ccc3c(c2)OCCO3)nc(Nc2ccccc2)n1,4.0,-3,-1,9,-1,-2.6,/,-1.2,3,-10
COc1ccccc1C(=O)Nc1ccc2c(c1)nc(CCNC(C)=O)n2C,-11,-4,-1,-4,-5,-3.4,1,-0.3,-3,-1
O=S(=O)(c1cccc(S(=O)(=O)N2CCC(n3nnc4ccccc43)CC2)c1)N1CCCCC1,-2.1,20,3,2,-5,0.1,36,-3.2,2,5
Oc1ccccc1C1=NN(c2ccccc2)C(c2ccc(F)cc2)C1 (centres undefined),2.5,4,1,1,/,/,-4,-1.2,1,3
CC(=O)NCC(=O)NC(Cc1ccccc1)C(N)=O (centres undefined),-2.4,-13,-3,0,-3,-0.5,18,-2.1,3,1
CCNS(=O)(=O)c1ccc(NC(=O)c2cccnc2)cc1,-0.6,2,-3,12,4,-1.4,-4,18,1,-10
COCC1CCCN(Cc2nc(C(c3ccccc3)c3ccccc3)no2)C1 (centres undefined),-1.3,13,4,2,9,-1.5,-4,-1.3,1,-1
CC(=O)c1cn(-c2ccc([N+](=O)[O-])cc2)c(=O)n(C)c1=O,-1.6,1,-2,-8,3,-4.9,/,4.8,-3,?
CC(C)c1ccc(NC(=O)CSc2n[nH]c(=O)n2Cc2ccco2)cc1,0.4,1,4,7,-8,-2.1,10,0.5,0,/
COc1ccc(C(=O)OC(C)CN2CCN(C)CC2)cc1 (centres undefined),-0.5,-8,7,7,-5,-0.3,0,-1.5,1,5
CC1CCC(NC(=O)CN(C)CC(=O)Nc2ccc(F)cc2)CC1 (centres undefined),-2.2,0,3,3,-5,0.3,/,-3.0,4,?
O=C(N1CCOCC1)N1CCN(S(=O)(=O)c2cccc([N+](=O)[O-])c2)CC1,-4.4,-1,3,6,5,-2.0,-10,-0.4,0,3
CC(=O)OC1c2ccccc2C(=O)N1Cc1ccccc1Cl (centres undefined),0.4,1,8,0,4,-0.7,2,-0.7,2,-1
COc1cc(OC)cc(C(=O)Nc2ccc(C(=O)Nc3ccccc3OC)cc2)c1,-1.0,4,-2,13,-50,-1.3,/,-1.4,-2,4
CN1C(=O)CC(N2CCN(CCN=CC3=C(O)CC(C)(C)CC3=O)CC2)C1=O (centres undefined),2.7,4,4,10,-1,-0.6,10,-1.5,2,-15
COc1ccccc1NC(=O)Nc1cc(C(C)C)ccc1C,/,-5,-5,5,/,-4.0,9,0.1,1,?
COCCCNC(=O)c1cc(C)nc2ccc(F)cc12,1.7,-8,-3,3,2,-0.7,10,/,-1,2
CCc1cccc(CN2CCC(CNC(=O)Nc3ccc(Cl)cc3)CC2)c1,2.0,-10,5,4,-4,-1.8,-19,/,4,0
CCOCC(=O)Nc1cccc(Br)c1,-0.6,0,-5,14,7,-0.2,1,-2.7,3,?
COC(=O)c1ccc(C)c(NC(=O)Cn2c(C)csc2=O)c1,0.3,-8,-7,12,8,-3.2,/,-2.6,-1,-8

# Among those listed so far, five contain fluorine.
SMILES,UGM FP inh,CCHFV vOTU inh,MazEF act,GDH-TPI counter,Rv3671c protease,FadD28 binding,DUSP3 inh,BioA inh,Mtb FBA inh,BoNT F protease
Cn1cccc1Cc1nnc(SCC(=O)NC2CCCCC2)n1-c1ccc(F)cc1,1.4,26,-1,0,-1,-3.6,21,-1.9,2,-3
Cc1cc(NC(=O)CCC(=O)N(c2ccc(F)cc2)C(C(=O)NC2CCCC2)c2ccncc2)no1 (centres undefined),-0.6,9,11,-8,0,0.2,20,0.2,3,-14
Oc1ccccc1C1=NN(c2ccccc2)C(c2ccc(F)cc2)C1 (centres undefined),2.5,4,1,1,/,/,-4,-1.2,1,3
CC1CCC(NC(=O)CN(C)CC(=O)Nc2ccc(F)cc2)CC1 (centres undefined),-2.2,0,3,3,-5,0.3,/,-3.0,4,?
COCCCNC(=O)c1cc(C)nc2ccc(F)cc12,1.7,-8,-3,3,2,-0.7,10,/,-1,2

# Part of the list above in a different format:
SMILES	UGM FP inh	CCHFV vOTU inh	MazEF act	GDH-TPI counter	Rv3671c protease	FadD28 binding	DUSP3 inh	BioA inh	Mtb FBA inh	BoNT F protease
COc1cc(OC)cc(C(=O)Nc2ccc(C(=O)Nc3ccccc3OC)cc2)c1	-1.0	4	-2	13	-50	-1.3	/	-1.4	-2	4
CC1CCC(NC(=O)CN(C)CC(=O)Nc2ccc(F)cc2)CC1 (centres undefined)	-2.2	0	3	3	-5	0.3	/	-3.0	4	?

# The list goes on:
SMILES,UGM FP inh,CCHFV vOTU inh,MazEF act,GDH-TPI counter,Rv3671c protease,FadD28 binding,DUSP3 inh,BioA inh,Mtb FBA inh,BoNT F protease
Cc1ccc(C(=O)Nn2cnnc2)cc1,2.8,-4,6,-7,-1,0.8,24,-2.1,2,1
COc1ccc(OC)c(S(=O)(=O)N2CCN(c3c(C)cccc3C)CC2)c1,-0.9,16,5,0,-5,-0.6,28,-1.1,-3,-8
O=C(OC(C(=O)Nc1ccc([N+](=O)[O-])cc1Br)c1ccccc1)c1ccccc1 (centres undefined),0.4,-6,4,-2,-26,-2.1,19,/,-1,-3
CCc1ccc(/C=c2\s/c(=C\C(=O)C(C)(C)C)[nH]c2=O)cc1,-2.6,36*,1,7,-18,-5.3,-2,-1.7,-4,-2
C=CCN(C(=O)C1CSC2(C)CCC(=O)N12)c1nc(-c2ccccc2)cs1 (centres undefined),/,11,-4,5,12,-2.6,/,-0.5,-1,/
Cc1c(C)c2ccc(OCC(=O)Nc3ccccc3C(N)=O)cc2oc1=O,0.2,-9,-21,11,2,-1.5,8,-0.5,3,3
COC(=O)c1cccc(COC(=O)c2cccnc2SC)c1,1.4,1,-1,14,1,-2.3,34,/,-1,-3
CCOC(=O)c1cnc2c(ccc3ccccc32)c1N,3.8,-11,-4,8,-5,2.3,27,-3.2,5,?
Cc1ccc(Cl)cc1NS(=O)(=O)N1CCOCC1,1.9,-7,-3,-4,-8,0.8,4,-0.8,-2,5
COc1ccc2cc(-c3[nH]ncc3CN3CCCCO3)ccc2c1,-1.6,-6,1,1,-1,-5.4,11,0.8,-1,-5
COCCNC(=O)CN(Cc1ccc(Cl)cc1)S(C)(=O)=O,1.8,-9,-6,-3,-6,-2.1,10,0.4,2,0
CN(C)C(=O)C(=O)c1c(-c2ccccc2)cc2ccccn12,-1.5,4,-3,12,-3,-2.4,-11,-2.7,3,-2
CS(=O)(=O)N(CC(=O)N/N=C/c1cc([N+](=O)[O-])ccc1Cl)c1ccccc1,-1.5,11,15,-1,-2,-2.3,38,/,0,12
CC(C)N1CCN(C(=O)c2ccc(OC3CCN(CCc4ccccc4)CC3)cc2)CC1,1.9,0,-3,3,-5,-4.0,6,-0.2,-5,14
CCNC(=O)C1(C)CCCN(Cc2cc3ccccc3o2)C1 (centres undefined),/,16,/,-12,/,-4.3,/,0.4,-1,5
CCc1ccc(NS(=O)(=O)c2ccc3[nH]cc(C(=O)N(C)Cc4ccco4)c(=O)c3c2)cc1,0.8,-9,-6,10,-15,-2.7,16,0.3,2,0
Brc1cnc2ccccc2c1N1CCCCC1,-3.0,-3,1,1,4,-0.4,/,/,51*,0
Cn1nnnc1SCC1=C(C(=O)O)N2C(=O)C(NC(=O)Cn3nc(C(F)F)cc3C3CC3)C2SC1 (centres undefined),3.1,6,-3,-4,3,-2.4,-6,/,2,-5
CCc1ccc(NC(=O)C2CC(=O)Nc3ncnn32)cc1 (centres undefined),1.0,-24,1,14,2,-1.9,-7,/,2,-1
COc1ccc(NC(=S)N(CCc2c(C)[nH]c3ccc(C)cc23)Cc2cccs2)cc1,1.0,-2,-5,11,-1,-1.2,-7,-1.5,0,-10
Nc1nc(-c2ccc3ccccc3c2)cs1,0.1,-6,1,-4,4,0.6,14,/,9,-6
O=C(Nc1ccc(S(=O)(=O)Nc2ncccn2)cc1)c1ccc(Br)o1,-2.4,-8,3,-5,-3,-4.6,3,-1.3,-7,0
O=C(COc1c(Br)cc(Br)c2cccnc12)N1CCCCC1,-2.7,-2,2,11,10,-2.7,29,/,10,1
C=CCc1c(C)nc(SC)nc1Nc1ccc(C)cc1,-2.0,28,-1,5,-3,-1.9,2,1.2,1,4
CCOC(=O)c1sc(-c2ccc(Cl)cc2Cl)nc1O,-0.1,-6,-25,18,7,0.0,13,/,8,4
CCOc1ccccc1C(=O)N(CCC(=O)OC)c1ccccn1,1.6,6,2,-6,4,-1.0,-7,-0.4,-1,-4
C=CCNC(=O)C1CCCN(S(C)(=O)=O)C1 (centres undefined),2.1,-10,-4,7,-4,-1.2,2,-1.6,0,-12
Cc1onc(-c2ccccc2Cl)c1C(=O)Nc1ccc(S(=O)(=O)Nc2nccs2)cc1,0.1,13,0,-5,5,-4.4,25,/,-2,-5
CCNC(=O)CSc1nnc(C2CC2)n1-c1ccccc1,-0.8,8,12,5,-4,-3.2,21,-1.4,-4,-7
COC(=O)c1cc(Br)c(=O)n(-c2ccccn2)c1,1.2,-6,-1,4,3,-1.4,7,-2.1,2,-51
CCS(=O)(=O)N1CCN(C2Cc3ccccc3C2)CC1,0.6,-3,9,-7,1,-4.0,22,1.4,1,0
COc1ccc(C2/C=C\CN(C(=O)CC(C)(C)C)CC(=O)N2Cc2ccc(F)cc2)cc1 (centres undefined),2.1,4,2,3,-1,-0.1,11,-0.7,-2,-10
O=c1cccc2n1CC1CNC[C@H]2C1,1.8,1,8,13,-8,-0.6,/,-1.3,1,3
CC(C)C(=O)N1CCC1(C)C(=O)Nc1nc2ccccc2[nH]1 (centres undefined),/,-13,/,5,/,-2.0,/,-1.0,-1,0
COc1ccc(Cl)cc1NC(=O)c1cc(-c2ccccc2O)n[nH]1,0.2,-2,1,1,-14,1.4,42,/,-5,-11

# High-throughput results: PubChem BioAssay, several laboratories

# Rows were taken by chance, and some 4.9% of all compounds hit somewhere here.
